Mito fusion act – blocks mitochondrial division or promotes mitochondrial fusion. Potency, µM (series often up to 46.1 µM), for the others: at the top dose growth rescue (activation), usual class: activators. 320,000 tested, 0.23% active. S. cerevisiae fusion-defective mutant growth rescue, CellTiterGlo 48 h;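 also: potency is read from the fitted curve at half-maximal effect; % of control where 0% means no effect; nearly all actives have a fitted effect of over 45% in size; temperature-sensitive fusion mutants such as fzo1-1 at 37 °C on non-fermentable ethanol glycerol medium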
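Temperature-sensitive fusion-defective S. cerevisiae (e.g. fzo1-1, mgm1-5) were grown with compound in YPEG medium (3% ethanol, 3% glycerol) for 48 hours at 37C. Growth rescue was measured as viability by CellTiterGlo luminescence after 10 minutes at ambient.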
USP2a inh – blocks human ubiquitin-specific protease USP2a; O75604; USP2 core, Ub-CHOP2 coupled fluorogenic reporter, 485/531; Potency, µM (doses to about 38.3 µM), inactives show at the top dose activity change, negative = inhibition, most hits filed as inhibitors; 330,000 tested, 0.01% active; AID 463254;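 also: potency is read from the fitted curve at half-maximal effect; plate controls were DMSO wells for no effect and full inhibition by NEM control for full effect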
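USP2 core (10nM final) preincubated 30min RT with compound in 20mM Tris-HCl pH 8.0, 2mM CaCl2, 2mM beta-mercaptoethanol, 0.05% CHAPS; 25nM Ub-CHOP2 plus 25nM reporter substrate added, fluorescence (Ex485/Em531) read after 60min.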
B2AR arrestin – beta2AR (human) beta-arrestin recruitment activity; 330,000 tested, 0.02% active; P07550; beta-arrestin recruitment to beta2AR, cell-based reporter; Potency, µM (series often up to 46.1 µM), for inactives: at the highest dose activation, actives largely listed as activators;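 also: potency is read from the fitted curve at half-maximal effect; 0% = DMSO controls and full agonism = EC100 isoproterenol or metaproterenol; nearly all actives have a fitted effect of over 65% in size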
ELG1 DNA repair – inhibitors of ELG1-dependent DNA repair in HEK293T cells | 330,000 tested, 2.3% active | Potency, µM (highest dose often 46.1 µM), for inactives: at the top dose activity change, negative = inhibition, hits mostly inhibitors | HEK293T ELG1-luciferase reporter, luminescence, 16 h; DNA damage induced by 5-fluorouridine; also: potency is read from the fitted curve at half-maximal effect; % is scaled to controls: 0 for no effect and ±100 for the full control effect; nearly all actives have a fitted effect of over 55% in size
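Overnight (16 hr) co-exposure of 2,000 cells/well to 5-fluorouridine and compound at 37 °C preceded detection. Luciferase was quantified via ONE-Glo luminescence; loss of signal denotes inhibition.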
BCR signal inh – inhibitors of chronic active B-cell receptor signaling; ABC-DLBCL IkBa-CBG/CBR reporter, luminescence ratio, 4 h; 340,000 tested, 0.05% active; Potency, µM (top dose mostly 46.1 µM), for inactives: at the top dose ratio change, negative = lower green/red ratio, actives largely listed as inhibitors; AID 493014; active = well fitted inhibition curve with a large enough effect in the signal ratio, with a control signal flat, not every such curve was filed as active; inconclusive = small, poorly fitted or top-dose-only effect, or effect the other way, or a change in a side signal; the % refers to the signal ratio;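 also: potency is read from the fitted curve at half-maximal effect; plate controls were basal doxycycline-induced cells for no effect and cells given 10 µM MG132 for full effect; MG132 reads +100%, hits lower the ratio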
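TMD8 ABC-DLBCL cells carrying doxycycline-inducible green luciferase fused to IkappaBalpha plus unfused red luciferase were exposed to compounds (up to 46 uM) for 4 hrs at 37C. Activity came from the overlap-corrected green/red luminescence ratio.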
TCR activator – activates T cell receptor signaling; Potency, µM (top dose mostly 9.22 µM), for the others: top-dose activation of IL-2 secretion, most hits filed as activators; 330,000 tested, under 10 active; AID 504894; primary human leukocytes, anti-CD3, IL-2 HTRF, 48 h; also: % of control where 0% means no effect
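HTRF read-out of IL-2 secretion: europium cryptate donor excited at 320nm, d2 acceptor emission at 665nm. Cells were primary human leukocytes incubated 48 hr with compounds and a-CD3 beads, supplying TCR signal only.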
TSG101-PTAP inh – blocks PTAP/TSG101 interaction to inhibit HIV-1 budding; AID 493005; Potency, µM (series often up to 115 µM), without a hit: at the highest dose activity change, negative = inhibition, actives largely listed as inhibitors; Q99816; 340,000 tested, under 10 active; Fluorescence polarization, FITC-PTAP peptide / Tsg101 binding; active = well fitted inhibition curve with a large enough effect in the main read-out, with a control signal flat, not every such curve was filed as active; inconclusive = small, poorly fitted or top-dose-only effect, or effect the other way, or a change in a side signal; inactive = no such curve, though single readings can be large or run the other way; also: potency is read from the fitted curve at half-maximal effect; % of control where 0% means no effect
Target sequence (Q99816 whole entry, looked up): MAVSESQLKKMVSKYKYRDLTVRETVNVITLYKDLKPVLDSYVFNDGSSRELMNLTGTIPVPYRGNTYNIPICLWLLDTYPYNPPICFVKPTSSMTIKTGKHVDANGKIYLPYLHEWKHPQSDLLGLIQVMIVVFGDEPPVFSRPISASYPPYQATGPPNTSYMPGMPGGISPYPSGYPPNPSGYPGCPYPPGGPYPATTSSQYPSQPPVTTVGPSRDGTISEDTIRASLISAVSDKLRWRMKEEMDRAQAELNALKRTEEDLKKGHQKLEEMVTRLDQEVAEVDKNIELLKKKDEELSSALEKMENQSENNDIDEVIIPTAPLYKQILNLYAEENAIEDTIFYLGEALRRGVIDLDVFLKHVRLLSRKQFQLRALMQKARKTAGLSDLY
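FP read-out: FITC-PTAP peptide, 50 nM final, binding Tsg101 binding domain, 10 uM final; 20 min, r.t.; 10 mM HEPES pH 7.5, 0.15 M NaCl, 0.01% Tween 20, 3 mM EDTA, 0.1 mM TCEP.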
Eya2 inh – blocks the phosphatase activity of human Eya2 | 330,000 tested, 0.006% active | O00167 | Potency, µM (doses to about 76.9 µM), inactives show at the highest dose activity, negative = inhibition, hits mostly inhibitors | recombinant Eya2, OMFP fluorescence dephosphorylation (OMFP is methylfluorescein phosphate); also: potency is read from the fitted curve at half-maximal effect; % is scaled to controls: 0 for no effect and ±100 for the full control effect
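Eya2 protein (added as 0.2 uM solution) was preincubated with compound for 10 min at ambient temperature in 50 mM HEPES pH 7.5, 50 mM NaCl, 5 uM MgCl2, 0.05% BSA, 1 mM DTT. OMFP (added at 50 uM) then reacted 10 min; fluorescence read at 485/525 nm.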
uPA generation – cell surface uPA generation inhibition; AID 540303; 330,000 tested, 0.31% active; Potency, µM (top dose mostly 38.3 µM), for inactives: at the highest dose activity change, negative = inhibition, most hits filed as inhibitors; cell surface uPA generation assay, qHTS; active = well fitted inhibition curve with a large enough effect; inconclusive = small, poorly fitted or top-dose-only effect; inactive = no such curve, though single readings can be large or run the other way; tested in mouse RAW 264.7 cells; also: potency is read from the fitted curve at half-maximal effect; % is scaled to controls: 0 for no effect and ±100 for the full control effect; nearly all actives have a fitted effect of over 55% in size
TSHR antagonist – human thyrotropin receptor antagonism | P16473 | TSHR-expressing cells, TSH-stimulated cAMP HTRF, 2 h; stronger effect = lower value | activity change, negative = inhibition, % at 11.5 µM | 330,000 tested, 0.2% active | AID 504810;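 active = activity change below a set negative limit, meaning inhibition stronger than a set level, cut at about -70% in these data; inconclusive = activity change between two set negative limits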; also: % is scaled to controls: 0 for no effect and ±100 for the full control effect
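Antagonism was scored as loss of TSH-driven cAMP in TSHR cells, stimulated with 4nM TSH (EC80) for 2 hours at 37 deg C and detected by homogeneous HTRF competition immunoassay.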
Tb PFK inh – inhibitors of T. brucei phosphofructokinase. O15648. T. brucei PFK, ADP-Glo luminescence. 330,000 tested, 0.17% active. Potency, µM (top dose mostly 57.5 µM), for the others: at the highest dose activity, negative = inhibition, usual class: inhibitors;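 also: potency is read from the fitted curve at half-maximal effect; 0% = uninhibited 1x PFK enzyme wells and -100% = no-enzyme wells; nearly all actives have a fitted effect of over 60% in size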
Target sequence (O15648 whole entry, looked up): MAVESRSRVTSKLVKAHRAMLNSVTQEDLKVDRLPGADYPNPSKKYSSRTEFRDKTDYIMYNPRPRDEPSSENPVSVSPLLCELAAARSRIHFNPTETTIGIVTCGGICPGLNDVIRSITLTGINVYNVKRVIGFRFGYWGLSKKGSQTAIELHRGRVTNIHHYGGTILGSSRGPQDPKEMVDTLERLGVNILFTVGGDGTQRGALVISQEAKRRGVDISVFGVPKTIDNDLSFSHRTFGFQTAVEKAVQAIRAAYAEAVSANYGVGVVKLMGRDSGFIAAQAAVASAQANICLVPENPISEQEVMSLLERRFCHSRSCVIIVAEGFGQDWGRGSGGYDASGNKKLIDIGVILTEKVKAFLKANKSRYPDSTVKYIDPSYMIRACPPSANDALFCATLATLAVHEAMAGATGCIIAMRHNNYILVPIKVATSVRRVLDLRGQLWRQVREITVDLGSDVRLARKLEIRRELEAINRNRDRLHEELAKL
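1.25 nM PFK with 0.5 mM F6P and 0.1 mM ATP in 0.1 M TEA pH 8.0, 5 mM MgCl2, incubated 45 min at room temperature; ADP measured by ADP-Glo luminescence; compounds titrated up to 57 uM.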
Numbers without * were called inactive; ? = inconclusive; / = no result given; [ ] = another dose, or the depositor's remark. Unless noted, calls follow the shape of the dose curve; as a rule, active = well fitted curve in the direction sought with a large enough effect; inconclusive = small, poorly fitted or top-dose-only effect, or another doubt; inactive = no such curve, though single readings can be large; an effect the other way counts as inactive or inconclusive.

SMILES | Mito fusion act | USP2a inh | B2AR arrestin | ELG1 DNA repair | BCR signal inh | TCR activator | TSG101-PTAP inh | Eya2 inh | uPA generation | TSHR antagonist | Tb PFK inh
COc1ccc(C(=O)OC(C)C(=O)NC(C)CCc2ccccc2)cc1OC (configuration not stated) | -4% | 2% | -1.1% | -15% | -3% | 12% | -4% | 2% | 11% | 2 | 1%
COc1cc(S(=O)(=O)NCc2cccnc2)c(OC)cc1Br | 0% | 4% | -0.2% | -1% | ? | 1% | -2% | -21% | / | 1 | 2%
O=C(COC(=O)c1cccnc1Cl)c1ccc(Cl)s1 | / | 4% | 2.8% | 4% | -4% | 1% | -8% | 1% | 11% | / | -9%
N#C/C(=C\c1ccc(OC(=O)c2ccc(Br)s2)cc1)c1nc2ccccc2[nH]1 | -3% | 17% | -0.2% | ? | 4% | 11%[46.1 µM] | -3% | 1% | 0% | 4 | -4%
COc1cccc(N2CCN(C(=O)c3cc4c(s3)-c3ccccc3OC4)CC2)c1 | 12% | 1% | 0.1% | 7% | ? | -18% | -6% | 13% | 9% | -21 | 1%
CCc1cccc(C)c1N=Cc1c(O)c2ccccc2oc1=O | -2% | 2% | -1.1% | 9% | ? | -1% | -6% | -11% | 1% | -14 | -1%
Cn1sc(=O)c2cc(S(=O)(=O)NC3CC3)ccc21 | -12% | 2% | -0.4% | 21% | ? | -1% | 3% | 3% | -7% | 14 | 15µM*
CCOC(=O)C1CCN(C(=O)CN2C(=O)CSc3ccc(S(=O)(=O)N4CCOCC4)cc32)CC1 | 5% | 2% | 0.1% | 3% | 0% | 9% | -2% | 0% | -28% | -13 | 1%
CS(=O)(=O)N1CCN(c2ccccc2NC(=O)c2ccc3c(c2)OCCO3)CC1 | 11% | 2% | -0.9% | -17% | 8% | -8% | -5% | 2% | -4% | 5 | -1%
COc1ccc(CCC(=O)Nc2nc(C)c(C(=O)N(C)C)s2)cc1 | 3% | 0% | -0.1% | 0% | ? | -8% | -1% | 7% | -4% | 33 | -3%
COc1ccc(C(C)=O)cc1COc1cccc2cccnc12 | 2% | 1% | -0.4% | ? | ? | 1% | -4% | -7% | 0% | -13 | -1%
CCOC(=O)NC(=O)COC(=O)c1ccc(O)cc1 | -5% | 1% | 0.0% | 7% | -15% | -3% | 0% | -9% | / | 0 | 1%
O=C(Cc1ccc(F)cc1)N/N=C/c1ccc(-c2ccc(Cl)c(C(=O)O)c2)o1 | -2% | -2% | -0.1% | 1% | -7% | 3% | -6% | -4% | 3% | -3 | ?
NS(=O)(=O)c1ccc(CCNC(=O)C2CCN(S(=O)(=O)c3ccccc3)CC2)cc1 | 4% | 0% | 0.1% | -2% | 1% | 6% | -1% | 1% | 3% | -9 | -3%
O=C(CC(=O)Nc1ccccc1C(=O)O)NNC(=O)Cc1ccccc1 | -4% | 0% | 0.1% | -4% | 6% | -10% | -2% | 4% | 3% | -3 | -7%
O=S(=O)(c1ccc(F)cc1)N1CCN(C(=S)NC2CC2)CC1 | -1% | 1% | -0.1% | 17% | 0% | 0% | 1% | -5% | -1% | -9 | -5%
COc1ccccc1/C=C1\CCC(C2CCCC2)C1=O (configuration not stated) | -4% | -6% | -0.5% | ? | ? | -4% | -4% | -8% | -2% | -2 | -12%
O=C(COc1ccc(S(=O)(=O)NCc2ccccc2)cc1Cl)N1CCOCC1 | 3% | -1% | -0.1% | ? | -1% | / | / | -8% | -8% | -2 | -10%
CN1CCN(C(=O)C2=C[C@@H](c3csc4ccccc34)C[C@@H](OCc3ccc(CO)cc3)O2)CC1 | -3% | 6% | -0.1% | -13% | 2% | -1% | -2% | 16% | 2% | 7 | 4%
O=C(O)c1ccccc1NN=C1CCCCC1 | -4% | 4% | 0.2% | ? | ? | -5%[46.1 µM] | -2% | -1% | -8% | -1 | -3%
COc1ccc(C(c2nnnn2CC2CCCO2)N2CCC(C(N)=O)CC2)cc1 (configuration not stated) | -4% | 0% | -0.8% | -10% | 6% | -4%[46.1 µM] | -1% | -16% | 4% | -6 | 1%
O=C(O)CC(C(=O)O)n1nc(-c2ccccc2)cc1-c1ccccc1 (configuration not stated) | -6% | -1% | 0.2% | ? | 2% | 7% | -2% | -13% | 1% | 5 | 3%
Cc1csc(NC(=O)Cc2c(F)cccc2Cl)n1 | 0% | 2% | -0.2% | ? | 4% | 6% | 0% | 10% | 5% | -3 | -2%
O=C(O)CC(NC(=O)c1sc2ccccc2c1Cl)c1ccc(OC2CCCC2)cc1 (configuration not stated) | 21% | -14% | 0.1% | -9% | ? | -9% | -3% | -4% | 1% | 3 | -2%
COc1ccccc1NC(=O)C1C2C=CC(O2)C1C(=O)O (configuration not stated) | -3% | 2% | 0.5% | ? | ? | / | / | -3% | / | 6 | 3%
CC(C)N1CCN(c2ccc(S(=O)(=O)N3CCOCC3)cn2)CC1 | -1% | 1% | -0.2% | 3% | 0% | -3% | -1% | 0% | 0% | 3 | 0%
CC1CCCCC1NC(=O)COC(=O)c1ccc2ccccc2n1 (configuration not stated) | -7% | 1% | 0.1% | -2% | 7% | -6% | 7% | -1% | 3% | -1 | -2%
O=C(CSc1nnc(-c2ccccn2)n1Cc1ccco1)c1ccc(-c2ccccc2)cc1 | 0% | -2% | -0.5% | -23% | 0% | 2% | -3% | 7% | 5% | -7 | 1%
NC(=O)C1CCN(c2oc(/C=C/c3ccccc3)nc2S(=O)(=O)c2ccccc2)CC1 | 10% | -4% | 0.5% | -19% | 12% | -10% | -6% | 4% | 2% | 2 | -2%
O=c1[nH]c2ccc(S(=O)(=O)Nc3ccc(Cl)cc3)cc2o1 | 3% | 1% | 0.0% | -7% | -1% | 6% | -2% | 6% | 2% | 2 | 0%
Cc1ccsc1CN(C)CC(=O)NCC(=O)Nc1ccc(F)cc1 | -2% | 2% | 0.0% | 6% | -3% | 3% | 2% | -2% | 6% | 8 | 10%
CC(=O)Nc1c(-c2ccc(F)cc2)nc2ccccn12 | 0% | 0% | 0.2% | 18% | 9% | 3% | -3% | -12% | -7% | 0 | 0%
CC1(C)C(=O)Nc2ccccc2N1C(=O)COC(=O)c1cccs1 | / | 3% | -0.4% | -6% | 2% | 1% | -1% | 3% | 2% | -7 | -21%
O=C(NNC(=O)c1c(F)cccc1F)c1ccccc1OC(F)(F)F | 2% | 8% | -1.0% | 3% | 0% | 3% | 0% | -5% | -3% | 3 | -5%
CCOC(=O)C1=C(N)n2c(s/c(=C\c3ccncc3)c2=O)=C(C(=O)OCC)C1c1ccncc1 (configuration not stated) | 6% | 6% | -1.1% | -12% | 2% | -4% | 0% | 4% | -2% | 17 | 4%
NC1=C(O)C(=O)C(c2ccccc2)O1 (configuration not stated) | -6% | -4% | -1.0% | 15% | 9% | 6% | 3% | 8% | -3% | 9 | 7%
Cc1cc(C)c(S(=O)(=O)Nc2nnc(CC(C)C)s2)c(C)c1 | 10% | 0% | -0.3% | 9% | 0% | -6% | -9% | 0% | 0% | -8 | -3%

Screening results from PubChem.
